TcdB inh = blocks C. difficile toxin B glycohydrolase activity. 0.24% of 350,000 active. inhibition, % at 9.99 µM. TcdB glycohydrolase enzymatic assay, plate reader; in the data active means inhibition above about 10%
Mtb BioA inh = blocks M. tuberculosis BioA enzyme activity. purified M. tuberculosis BioA enzyme, plate reader. inhibition, % at 9.99 µM. AID 602481. 0.096% of 360,000 active; in the data active means inhibition above about 40%
Active calls of the source: *; & = joins results of further samples. A portion of the library; rates above refer to the full screens.

SMILES	TcdB inh	Mtb BioA inh
O=C(C[C@@H]1CC[C@@H]2NC[C@@H](O)COC[C@H]2O1)NCCN1CCCCC1	0.3	-0.1
O=C(C[C@H]1CC[C@H](NC(=O)NC2CCCCC2)[C@H](CO)O1)NCc1ccc(Cl)cc1	-0.8	0.6
CO[C@@H]1CN(C)C(=O)c2ccc(NS(=O)(=O)c3cn(C)cn3)cc2OC[C@@H](C)N(CC2CC2)C[C@H]1C	0.5	0.6
Cc1noc(C)c1S(=O)(=O)Nc1ccc2c(c1)C(=O)N([C@H](C)CO)C[C@H](C)[C@@H](CN(C)Cc1ccc(C(=O)O)cc1)OCCCC[C@H](C)O2	0.6	-5.3
COc1ccc(NC(=O)N(C)C[C@@H]2Oc3ccc(NC(=O)Nc4c(C)noc4C)cc3CC(=O)N([C@H](C)CO)C[C@@H]2C)cc1	0.0	0.4
C[C@H](CO)N1C[C@H](C)[C@H](CN(C)Cc2cccnc2)Oc2ncc(-c3ccccc3)cc2C1=O	0.7	7.8
Cc1noc(C)c1NC(=O)Nc1cccc2c1O[C@H](CN(C)Cc1ccc3c(c1)OCO3)[C@H](C)CN([C@H](C)CO)C2=O	-0.4	-0.3
CCCC#Cc1cnc2c(c1)C(=O)N([C@@H](C)CO)C[C@@H](C)[C@H](CN(C)S(=O)(=O)c1cn(C)cn1)O2	-0.2	2.2
COc1cccc(-c2cnc3c(c2)C(=O)N([C@@H](C)CO)C[C@@H](C)[C@@H](CN(C)C(C)=O)O3)c1	0.8	-0.9
COc1ccc(S(=O)(=O)N(C)C[C@@H]2Oc3ccc(NC(=O)c4ccncc4)cc3C(=O)N([C@H](C)CO)C[C@H]2C)cc1	-1.0	0.3
CCN1[C@@H]2c3ccc(/C=C/c4ccccc4)c(=O)n3C[C@@H]2[C@@H](CO)[C@@H]1C(=O)N(C)C	-1.3	0.0
C[C@@H]1CN([C@@H](C)CO)C(=O)c2cc(N(C)C)ccc2O[C@@H](C)CCCCO[C@@H]1CN(C)C(=O)Cc1ccccc1	-45	-2.6
CC(C)C#Cc1ccc([C@@H]2[C@@H](CO)N3CCCCN(C(=O)c4ccc5c(c4)OCO5)C[C@H]23)cc1	-0.8	-2.7
C[C@@H]1CN([C@H](C)CO)S(=O)(=O)c2ccc(-c3ccccc3)cc2O[C@H]1CN(C)C(=O)CC1CC1	0.8	0.3
C[C@H]1CN([C@@H](C)CO)C(=O)Cc2cc(NC(=O)CCCCCC(=O)Nc3ccccc3N)ccc2O[C@@H]1CN(C)CC1CCCCC1	-0.4	-1.4
C[C@@H]1CN([C@@H](C)CO)C(=O)Cc2cc(NS(C)(=O)=O)ccc2O[C@H]1CN(C)Cc1ccc2c(c1)OCO2	0.0	2.5
Cc1noc(C)c1S(=O)(=O)N(C)C[C@H]1OCCCC[C@@H](C)Oc2ccc(NC(=O)Nc3ccccc3)cc2C(=O)N([C@@H](C)CO)C[C@H]1C	1.8	1.9
C[C@@H]1CN([C@H](C)CO)C(=O)c2cccc(NC(=O)c3ccncc3)c2O[C@H]1CN(C)C(=O)NC1CCCCC1	0.8	-1.8
COCC#Cc1ccc2c(c1)O[C@H](CN(C)S(=O)(=O)c1ccc(C)cc1)[C@H](C)CN([C@@H](C)CO)S2(=O)=O	0.3	0.5
CCC(=O)N(C)C[C@@H]1Oc2ncc(-c3ccccc3F)cc2C(=O)N([C@@H](C)CO)C[C@H]1C	0.4	5.8
Cc1ccccc1-c1cnc2c(c1)C(=O)N([C@H](C)CO)C[C@@H](C)[C@@H](CN(C)Cc1cccnc1)O2	0.7	-2.0
Cc1ccc(S(=O)(=O)N[C@@H]2CC[C@H](CCNC(=O)CN3CCOCC3)O[C@H]2CO)cc1	0.4	4.4
O=C(c1cnccn1)N1CC[C@@H]2[C@H](CO)Nc3ccc(-c4ccccc4F)cc3[C@@H]21	-1.0	20
C[C@@H]1CCCCO[C@@H](CN(C)C(=O)Nc2ccc(F)cc2)[C@H](C)CN([C@@H](C)CO)C(=O)c2cc(NC(=O)Cc3ccccc3)ccc2O1	0.8	-1.5
CN(C)C(=O)c1cc2c(c(-c3cccc(-c4ccc(F)cc4)c3)n1)[C@H](CCO)N([S@@](=O)C(C)(C)C)C2	2.7	1.1
O=C(C[C@H]1C[C@H]2c3cc(NS(=O)(=O)c4ccc(F)cc4)ccc3O[C@H]2[C@H](CO)O1)N1CCOCC1	-1.3	-0.7
COc1ccccc1CNC(=O)C[C@@H]1C[C@H]2c3cc(NC(=O)Nc4ccccc4F)ccc3O[C@H]2[C@@H](CO)O1	0.7	1.5
CCCC(=O)N1C[C@@H]2[C@H](c3ccccc31)[C@@H](CO)N2C(=O)Nc1ccc(F)cc1	2.1	-1.4
CC(C)NC(=O)Nc1ccc2c(c1)C(=O)N([C@H](C)CO)C[C@@H](C)[C@H](CN(C)C(=O)c1ccccc1)OCCCC[C@@H](C)O2	-0.1	0.9
C[C@H](CO)N1C[C@H](C)[C@@H](CN(C)C(=O)c2ccccc2F)Oc2ncc(C#Cc3cccc(F)c3)cc2C1=O	-0.3	0.1
CO[C@H]1CN(C)C(=O)c2ccc(NS(=O)(=O)CC(F)(F)F)cc2OC[C@@H](C)N(Cc2nccs2)C[C@H]1C	1.0	-0.7
C[C@H]1CCCCO[C@H](CN(C)Cc2ccc(Cl)c(Cl)c2)[C@@H](C)CN([C@@H](C)CO)C(=O)c2cc(NC(=O)c3ccccc3)ccc2O1	0.6	-0.2
CO[C@@H]1CN(C)C(=O)c2ccc(NC(=O)Nc3ccccc3F)cc2OC[C@@H](C)N(CC2CC2)C[C@H]1C	-0.7	-0.7
C[C@@H]1CN([C@H](C)CO)C(=O)c2cccc(NC(=O)Nc3ccccc3)c2O[C@H]1CN(C)S(C)(=O)=O	-0.3	1.6
C[C@H](CO)N1C[C@H](C)[C@H](CN(C)Cc2ccccc2)Oc2ncc(-c3ccc(F)cc3)cc2C1=O	0.5	0.4
Cc1ccc(S(=O)(=O)N(C)C[C@@H]2OCCCC[C@@H](C)Oc3ccc(NC(=O)CCCN(C)C)cc3C(=O)N([C@H](C)CO)C[C@@H]2C)cc1	-1.2	1.7

Whole records, looked up by structure.
Record of `COc1ccccc1CNC(=O)C[C@@H]1C[C@H]2c3cc(NC(=O)Nc4ccccc4F)ccc3O[C@H]2[C@@H](CO)O1` = TcdB inh: 0.7; Mtb BioA inh: 1.5
Record of `C[C@H]1CCCCO[C@H](CN(C)Cc2ccc(Cl)c(Cl)c2)[C@@H](C)CN([C@@H](C)CO)C(=O)c2cc(NC(=O)c3ccccc3)ccc2O1` = TcdB inh: 0.6; Mtb BioA inh: -0.2

More compounds follow.
SMILES	TcdB inh	Mtb BioA inh
C[C@H](CO)N1C[C@H](C)[C@@H](CN(C)S(=O)(=O)c2cn(C)cn2)Oc2c(NC(=O)c3nc4ccccc4s3)cccc2C1=O	0.8	-1.7
C[C@@H]1CN([C@H](C)CO)C(=O)CCCn2cc(nn2)CO[C@@H]1CN(C)CC1CCCC1	0.2	-1.2
C/C=C/c1ccc2c(c1)O[C@H](CN(C)C(=O)COC)[C@H](C)CN([C@H](C)CO)S2(=O)=O	0.9	2.2
Cc1noc(C)c1NC(=O)Nc1cccc2c1O[C@@H](CN(C)C(=O)NC1CCCCC1)[C@@H](C)CN([C@H](C)CO)C2=O	0.6	-2.0
C[C@@H]1CN([C@H](C)CO)C(=O)c2cc(C#CC3(O)CCCC3)cnc2O[C@@H]1CN(C)Cc1ccccn1	-1.3	-0.3
C[C@@H]1CN([C@@H](C)CO)C(=O)Cc2cc(NS(=O)(=O)c3cccs3)ccc2O[C@H]1CN(C)Cc1ccc(-c2ccccc2)cc1	0.9	-0.8
C[C@H](CO)N1C[C@H](C)[C@H](CN(C)S(=O)(=O)c2ccccc2)Oc2ccc(NC(=O)C3CC3)cc2C1=O	-1.6	5.3
C[C@@H]1CN([C@@H](C)CO)C(=O)c2cc(NC(=O)Nc3ccc(C(F)(F)F)cc3)ccc2O[C@@H]1CN(C)S(=O)(=O)c1ccc(Cl)cc1	0.1	-4.5
COc1ccc(CN(C)C[C@@H]2OCCCC[C@H](C)Oc3ccc(NC(=O)Nc4ccc(OC)cc4)cc3C(=O)N([C@@H](C)CO)C[C@@H]2C)cc1	0.5	-0.5
COc1cccc(NC(=O)N2C[C@H](O)COC[C@H]3O[C@H](CC(=O)NC4Cc5ccccc5C4)CC[C@@H]32)c1	-1.8	0.1
COCC(=O)NC[C@@H]1[C@H](c2ccc(C3=CCCC3)cc2)[C@@H](CO)N1C(C)=O	-0.5	5.4
C[C@@H]1CN([C@H](C)CO)C(=O)c2cc(NS(=O)(=O)c3ccccc3)ccc2O[C@@H](C)CCCCO[C@@H]1CN(C)Cc1ccccc1	-0.9&0.9	2.6

6 entries out of the list, ordered by formula weight, smallest number first.
SMILES	TcdB inh	Mtb BioA inh
O=C(C[C@H]1CC[C@H](NC(=O)NC2CCCCC2)[C@H](CO)O1)NCc1ccc(Cl)cc1	-0.8	0.6
CCC(=O)N(C)C[C@@H]1Oc2ncc(-c3ccccc3F)cc2C(=O)N([C@@H](C)CO)C[C@H]1C	0.4	5.8
COc1cccc(NC(=O)N2C[C@H](O)COC[C@H]3O[C@H](CC(=O)NC4Cc5ccccc5C4)CC[C@@H]32)c1	-1.8	0.1
CO[C@H]1CN(C)C(=O)c2ccc(NS(=O)(=O)CC(F)(F)F)cc2OC[C@@H](C)N(Cc2nccs2)C[C@H]1C	1.0	-0.7
C[C@H]1CN([C@@H](C)CO)C(=O)Cc2cc(NC(=O)CCCCCC(=O)Nc3ccccc3N)ccc2O[C@@H]1CN(C)CC1CCCCC1	-0.4	-1.4
Cc1noc(C)c1S(=O)(=O)N(C)C[C@H]1OCCCC[C@@H](C)Oc2ccc(NC(=O)Nc3ccccc3)cc2C(=O)N([C@@H](C)CO)C[C@H]1C	1.8	1.9

(next part)
SMILES	TcdB inh	Mtb BioA inh
COc1ccccc1-c1cnc2c(c1)C(=O)N([C@@H](C)CO)C[C@@H](C)[C@H](CN(C)Cc1cccnc1)O2	0.4	1.9
C[C@H](CO)N1C[C@H](C)[C@H](CN(C)Cc2ccccc2)OCCCC[C@H](C)Oc2ccc(NS(=O)(=O)c3ccc(Cl)cc3)cc2C1=O	0.2	1.6
C[C@@H]1CCCCO[C@@H](CN(C)Cc2ccncc2)[C@@H](C)CN([C@@H](C)CO)C(=O)c2cc(NS(=O)(=O)c3cn(C)cn3)ccc2O1	0.4	-0.9
COc1ccccc1C(=O)Nc1ccc2c(c1)C(=O)N(C)C[C@@H](OC)[C@H](C)CN(CC1CC1)[C@H](C)CO2	-1.2	5.4
C[C@@H]1CN([C@@H](C)CO)C(=O)c2cc(NC(=O)C3CCCCC3)ccc2O[C@H]1CN(C)Cc1ccc(C(F)(F)F)cc1	-1.6	-2.6
Cc1ccc(S(=O)(=O)N(C)C[C@H]2Oc3ccc(NC(=O)Nc4ccccc4)cc3CC(=O)N([C@H](C)CO)C[C@H]2C)cc1	-0.6	0.1
O=C(C[C@H]1CC[C@H]2[C@@H](COC[C@H](O)CN2Cc2cc(F)ccc2F)O1)NCc1ccc(Cl)cc1	-3.3	1.0
CN1c2ccc(C3=CCCCC3)cc2[C@@H]2[C@@H](CCN2C(=O)C2CCCC2)[C@H]1CO	0.6	1.3
C[C@H](CO)N1C[C@H](C)[C@@H](CN(C)C(=O)c2ccccc2)OCCCC[C@H](C)Oc2ccc(NS(C)(=O)=O)cc2C1=O	-1.2	-2.3
CC(=O)N(C)C[C@H]1Oc2cc(-c3cncnc3)ccc2S(=O)(=O)N([C@H](C)CO)C[C@@H]1C	-0.1	0.5
C[C@@H]1CN([C@@H](C)CO)S(=O)(=O)c2ccc(-c3cncnc3)cc2O[C@H]1CN(C)C(=O)Cc1cccnc1	0.6	-5.0
C[C@@H]1CN([C@@H](C)CO)C(=O)c2cc(NS(=O)(=O)c3ccc(Cl)cc3)ccc2O[C@@H](C)CCCCO[C@@H]1CN(C)C(=O)Nc1ccc(C(F)(F)F)cc1	0.4	-0.5
C[C@@H]1CN([C@H](C)CO)C(=O)Cc2cc(NC(=O)Nc3ccc4c(c3)OCO4)ccc2O[C@H]1CN(C)S(=O)(=O)c1ccc(Cl)cc1	0.3	1.1
CCCC#Cc1ccc2c(c1)O[C@H](CN(C)C(=O)C1CC1)[C@@H](C)CN([C@@H](C)CO)S2(=O)=O	-1.2	3.6
O=C(C[C@H]1CC[C@H](NC(=O)C2CCC2)[C@@H](CO)O1)NCCCN1CCOCC1	-1.3	-1.8
C[C@@H]1CN([C@H](C)CO)C(=O)c2c(c3ccccc3n2C)-c2ccccc2CO[C@H]1CN(C)Cc1ccncc1	1.0	1.8
O=C(C1=C[C@H](c2ccc(C(F)(F)F)cc2)C[C@H](OCc2ccc(CO)cc2)O1)N1CCCC1	-0.3	2.0
C/C=C/c1ccc2c(c1)O[C@H](CN(C)Cc1ccc(C(=O)O)cc1)[C@@H](C)CN([C@H](C)CO)S2(=O)=O	-0.7	1.5
CCNC(=O)C[C@@H]1CC[C@@H]2[C@@H](COc3ccc(NC(=O)c4cccs4)cc3C(=O)N2C)O1	-0.1	2.2
C[C@@H]1CCCCO[C@@H](CN(C)C(=O)Nc2ccc(C(F)(F)F)cc2)[C@@H](C)CN([C@H](C)CO)C(=O)c2cc(NS(=O)(=O)c3cn(C)cn3)ccc2O1	0.5	0.8
CCC(=O)Nc1ccc2c(c1)C(=O)N(C)[C@@H]1CC[C@@H](CC(=O)NCc3ccc(OC)cc3)O[C@@H]1CO2	-0.3	0.1
C[C@@H]1CN([C@H](C)CO)C(=O)c2cc(NC(=O)Nc3cccc4ccccc34)ccc2O[C@@H]1CN(C)S(C)(=O)=O	-0.6	2.1
C[C@@H]1CN([C@@H](C)CO)C(=O)c2cc(C#Cc3ccccc3F)cnc2O[C@@H]1CN(C)S(C)(=O)=O	0.8	5.3
COc1ccccc1NC(=O)N(C)C[C@H]1Oc2ncc(Br)cc2C(=O)N([C@@H](C)CO)C[C@@H]1C	0.7	2.6
CCCNC(=O)C[C@H]1CC[C@H]2[C@H](COc3ccc(NC(=O)NC(C)C)cc3C(=O)N2C)O1	-0.4	10
Cc1noc(C)c1S(=O)(=O)Nc1cccc2c1O[C@H](CN(C)S(=O)(=O)c1ccccc1)[C@H](C)CN([C@H](C)CO)C2=O	-0.1	-6.1
